Screening data from PubChem BioAssay.
KB-V1 cytotox: KB-V1 MDR subline cytotoxicity. KB-V1 MDR cells viability, CellTiter-Glo, 72 h. Potency, µM (titrated, usually from 46.1 µM), without a hit: at the highest dose activity change, negative = cytotoxicity, actives largely listed as cytotoxic. AID 1347076. actives 3.4% (n = 400,000); further: on the % scale 0 is the no-effect control and ±100 the full control effect; nearly all actives have a fitted effect of over 60% in size
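Luminescent ATP read-out (CellTiter-Glo, 10 min) measures survival of drug-selected KB-V1 MDR cells after 72 h, 37 degrees C compound exposure. Medium: phenol-red-free DMEM, 10% FBS. Values from fitted concentration-response curves.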
TDP-43 yeast inh: TDP-43 toxicity inhibition in yeast | Potency, µM (top dose mostly 46.1 µM), for inactives: top-dose growth rescue (activation), usual class: activators | TDP-43 expressing yeast growth rescue, BacTiter-Glo, 24 h | actives 1.8% (n = 410,000); further: % of control where 0% means no effect; nearly all actives have a fitted effect of over 50% in size
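Readout is BacTiter-Glo luminescence of cell growth, so inhibitors register as activators. TDP-43-expressing yeast at OD600=0.02 in galactose medium, after raffinose pregrowth to mid-log, were incubated with compound for 24 hr at 30 deg C.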
SW480 rerep: induces DNA re-replication in SW480 colon adenocarcinoma cells; SW480 DNA re-replication, Hoechst DNA content imaging, 48 h; Potency, µM (top dose mostly 46.1 µM), for inactives: top-dose re-replication activation, hits mostly activators; actives 1.8% (n = 340,000); AID 624297; further: % of control where 0% means no effect; nearly all actives have a fitted effect of over 55% in size
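Per well, 250 cells were exposed to pinned compound for 48 hr. Nuclear DNA was visualised with Hoechst (40 min, 37 C) and total object intensity recorded by fluorescence scanning.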
KB-3-1 tox: kills parental KB-3-1 adenocarcinoma cells; KB-3-1 viability, CellTiter-Glo ATP luminescence, 72 h; Potency, µM (titrated, usually from 46.1 µM), for inactives: at the highest dose activity change, negative = cytotoxic, usual class: cytotoxic; actives 1.4% (n = 400,000); AID 1347075; further: on the % scale 0 is the no-effect control and ±100 the full control effect; nearly all actives have a fitted effect of over 60% in size
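KB-3-1 parental drug-naive adenocarcinoma cells in DMEM/10% FBS, incubated 72 h at 37 C with pin-transferred compounds across a concentration series. Viability by CellTiter-Glo luminescence; concentration-response curves fitted after normalization.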
HT1080 IDH1KD tx: kills HT-1080 cells with IDH1 knockdown | actives 2% (n = 360,000) | Potency, µM (series often up to 46.1 µM), without a hit: at the top dose activity, negative = toxicity, hits mostly cytotoxic | HT-1080 IDH1 knockdown viability, ATP luminescence, 48 h | AID 686971;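 further: 0% = DMSO wells and -100% = cell-free medium wells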
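Cytotoxicity counter-line: IDH1KD HT-1080, 48 h, CellTiter-Glo. Curves classed by r2, magnitude and activity.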
HT1080-NT tox: kills 2HG-producing HT-1080-NT fibrosarcoma cells; actives 1.6% (n = 360,000); Potency, µM (titrated, usually from 46.1 µM), for the others: at the top dose activity, negative = less viability, usual class: cytotoxic; AID 686970; HT-1080-NT fibrosarcoma viability, CellTiter-Glo ATP luminescence, 48 h;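 further: NT is the 2HG producing partner of a matched IDH1 knockdown line; 0% = DMSO-treated cells and -100% = media-only wells without cells; nearly all actives have a fitted effect of over 55% in size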
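Toxicity toward the 2HG-producing NT line was scored as %Activity, normalised to DMSO and no-cell wells, from CellTiter-Glo luminescence after 48 hours' treatment.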
GLP-1R inv ag: acts as inverse agonist at human GLP-1 receptor. P43220. HEK293 GLP-1R CRE-luciferase, luminescence, 24 h; GLP-1R form is constitutively active. Potency, µM (series often up to 38.3 µM), inactives show top-dose activity change, negative = inhibition, most hits filed as inhibitors. actives 1.6% (n = 410,000). AID 624417; further: on the % scale 0 is the no-effect control and ±100 the full control effect; nearly all actives have a fitted effect of over 55% in size
Target sequence (P43220 whole entry, looked up): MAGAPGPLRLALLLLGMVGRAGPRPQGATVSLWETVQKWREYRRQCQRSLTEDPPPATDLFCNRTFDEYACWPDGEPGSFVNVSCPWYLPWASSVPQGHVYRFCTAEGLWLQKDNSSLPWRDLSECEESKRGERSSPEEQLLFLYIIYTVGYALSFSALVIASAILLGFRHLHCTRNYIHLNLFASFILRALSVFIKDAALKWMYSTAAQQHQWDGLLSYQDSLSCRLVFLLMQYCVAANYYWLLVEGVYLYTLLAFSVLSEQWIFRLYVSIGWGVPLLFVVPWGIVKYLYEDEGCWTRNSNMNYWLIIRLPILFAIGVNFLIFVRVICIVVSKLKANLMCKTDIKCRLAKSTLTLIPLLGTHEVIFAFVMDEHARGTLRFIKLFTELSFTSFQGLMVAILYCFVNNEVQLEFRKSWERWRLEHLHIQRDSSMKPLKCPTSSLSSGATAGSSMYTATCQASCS
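Using stably transfected HEK293 (constitutively active GLP-1R, cAMP-luciferase reporter), compounds were incubated 24 hr and luciferase measured by luminescence.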
GLP-1R agonist: activates the human GLP-1 receptor. actives 0.007% (n = 380,000). Potency, µM (top dose mostly 45.6 µM), for inactives: top-dose activation, actives largely listed as activators. P43220. AID 624172. HEK293 GLP-1R CRE-luciferase, luminescence, 4-6 h; cells express a hypersensitive GLP-1R form; further: % of control where 0% means no effect
GLP1R cytotox: cytotoxicity in counter-screen for GLP-1R inverse agonists | HEK293 cAMP-luciferase reporter cells, luminescence, 24 h | Potency, µM (series often up to 38.3 µM), inactives show at the highest dose activity change, negative = inhibition, most hits filed as inhibitors | actives 0.13% (n = 410,000);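 further: loss of luciferase light is scored as toxicity; on the % scale 0 is the no-effect control and ±100 the full control effect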
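Seeding density was 200 cells/uL; after overnight-length (12 h) culture, 23 nL compounds went on for 24 h at 37 °C. Readout used a luciferase detection reagent, luminescence taken after 12 min at room temperature.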
* = called active by the depositor; u = inconclusive; x = no result given; [ ] = dose if it differs, or a comment. The call rests on the fitted dose curve; in most records, active means well fitted curve in the direction sought with a large enough effect; inconclusive means small, poorly fitted or top-dose-only effect, or another doubt; inactive means no such curve, though single readings can be large; an effect the other way counts as inactive or inconclusive. Potency means the concentration at half of the fitted maximal effect. The order is random. About 9.4% of those tested had a hit in this group.

Start of the listing, in advance, five compounds:
entry | molecule | KB-V1 cytotox | TDP-43 yeast inh | SW480 rerep | KB-3-1 tox | HT1080 IDH1KD tx | HT1080-NT tox | GLP-1R inv ag | GLP-1R agonist | GLP1R cytotox
1 | O=C(COc1ccccc1)Nc1nc(-c2ccc(S(=O)(=O)N3CCOCC3)cc2)cs1 | 0% | 16% | 2% | 5% | -20% | -10% | 62%[activator] | -7% | -6%
2 | COc1ccc(-c2nnc(SCc3cc(=O)c4cc(C)cc(C)c4[nH]3)n2C)cc1 | u | 19% | x | 8.2µM* | x | x | 2% | x | 5%
3 | Cc1noc(C)c1C(=O)OCC(=O)Nc1ncc(Cl)c(C)c1Cl | u | 3% | -7% | 8% | 13% | 8% | 9% | 1% | 2%
4 | Cc1ccc(NC2CCCN(C(=O)c3nonc3C)C2)cc1C (stereo not drawn) | -17% | 21% | x | 10% | 1% | -6% | u | 3% | -5%
5 | CC(C)[C@H]1CN=C2N(CCNC(=O)CCC3CCCCC3)[C@H](Cc3ccc(O)cc3)CN21 | -2% | -11% | -6% | -17% | -17% | -12% | -3% | -6% | -14%

The whole of this part, repeating the preview:
entry | molecule | KB-V1 cytotox | TDP-43 yeast inh | SW480 rerep | KB-3-1 tox | HT1080 IDH1KD tx | HT1080-NT tox | GLP-1R inv ag | GLP-1R agonist | GLP1R cytotox
1 | O=C(COc1ccccc1)Nc1nc(-c2ccc(S(=O)(=O)N3CCOCC3)cc2)cs1 | 0% | 16% | 2% | 5% | -20% | -10% | 62%[activator] | -7% | -6%
2 | COc1ccc(-c2nnc(SCc3cc(=O)c4cc(C)cc(C)c4[nH]3)n2C)cc1 | u | 19% | x | 8.2µM* | x | x | 2% | x | 5%
3 | Cc1noc(C)c1C(=O)OCC(=O)Nc1ncc(Cl)c(C)c1Cl | u | 3% | -7% | 8% | 13% | 8% | 9% | 1% | 2%
4 | Cc1ccc(NC2CCCN(C(=O)c3nonc3C)C2)cc1C (stereo not drawn) | -17% | 21% | x | 10% | 1% | -6% | u | 3% | -5%
5 | CC(C)[C@H]1CN=C2N(CCNC(=O)CCC3CCCCC3)[C@H](Cc3ccc(O)cc3)CN21 | -2% | -11% | -6% | -17% | -17% | -12% | -3% | -6% | -14%
6 | CCCOC(=S)NC(=O)c1sc2ccccc2c1Cl | 27% | -9% | 18% | 4% | u | 6%[9.24 µM] | -3% | -6% | -11%
7 | O=C(N/N=C(\CC(=O)c1cccs1)C(F)(F)F)c1ccncc1 | u | 16% | 7.3µM* | -8% | u | -16% | u | 2% | u
8 | COc1ccc(CCN2C(=O)CCC2(C)c2nnnn2-c2ccc3c(c2)OCCO3)cc1OC (stereo not drawn) | 73% | 24% | x | -16% | 3% | 8% | 2% | 5% | -2%
9 | CN(CC(O)COC(c1ccccc1)c1ccccc1)C1CCCCC1 (stereo not drawn) | 2% | -2%[9.22 µM] | 0% | u | -20% | u | u | 0% | 1%[7.66 µM]
10 | COc1ccc2cc3cc(C(=O)N4CCN(c5cccc(C(F)(F)F)c5)CC4)sc3nc2c1 | -13% | -4% | x | -17% | x | x | 8% | 1% | 13%
11 | N=c1c2c(ncn1Cc1ccco1)Oc1c(ccc3ccccc13)C2c1ccccc1 (stereo not drawn) | u | 22% | u | u | u | 16µM* | 4µM* | 18% | u
12 | COc1cc(OC)c(OC)cc1/C=C/c1nc2cc3ccccc3cc2c(=O)n1-c1ccc(F)cc1F | 0% | 29% | x | 12µM* | x | x | -8% | x | -8%
13 | CC(C)(C)CC(=O)NCC(c1ccc2c(c1)OCO2)N1CCOCC1 (stereo not drawn) | u | u | x | -3% | x | x | 13% | x | -3%
14 | COc1cccc(C(=O)NC(=S)Nn2cnnc2)c1OC | 6% | 23% | -1% | 2% | 26% | 16% | 22% | -1% | 15%
15 | CN(C)CCCN(C(=O)c1ccco1)c1nc2cc3c(cc2s1)OCO3 | -11% | 6% | u | u | u | u | -13% | 1% | 2%
16 | O=C1CCCN1CCCNC(=S)Nc1ccccc1 | 1% | -17% | -5%[9.22 µM] | -1% | 10% | -2% | 8% | -3% | 3%
17 | C=CCC1c2cccc(C(=O)O)c2C(=O)N1c1cccc(OC)c1 (stereo not drawn) | -4% | u | 0% | -4% | -1% | -1% | 6% | -1% | 2%
18 | CC(=O)Nc1nnc(SCC(=O)NCC2CCCO2)s1 (stereo not drawn) | 8% | -25% | 2% | 5% | 11% | 0% | -9% | -1% | 11%
19 | COc1cc(C(=O)NCC(c2cccs2)S(=O)(=O)c2cccs2)cc(OC)c1OC (stereo not drawn) | -5% | 11% | x | 0% | x | x | 4% | x | 2%
20 | Cc1cc(NC(=O)Cn2cc(C(F)(F)F)cc(Cl)c2=O)no1 | -20% | 22% | -1% | 13% | -1% | 7% | -7% | -15% | -1%
21 | CCOC(=O)c1ccccc1NC(=O)COC(=O)C1=COCCO1 | 0% | 16% | -3% | 1% | 2% | -2% | 11% | -8% | -3%
22 | CCNC(=O)CC1C(=O)N(c2ccc(F)cc2)C(=O)N1Cc1ccc(OC)c(OC)c1 (stereo not drawn) | -14% | -5% | x | 0% | x | x | 2% | -1% | 14%
23 | COC(=O)COc1cccc2c(=O)n(CC(=O)NCc3ccc(F)cc3)ccc12 | u | -7% | 5.8µM* | 1.5µM* | 3.7µM* | u | -32% | 4% | -26%
24 | Cn1cccc1C(=O)OCC(=O)N1CC(=O)Nc2ccccc21 | 6% | 2% | 1% | -10% | 19% | 10% | 1% | 7% | -4%

Pulled one by one from the entries so far, three records:
entry | molecule | KB-V1 cytotox | TDP-43 yeast inh | SW480 rerep | KB-3-1 tox | HT1080 IDH1KD tx | HT1080-NT tox | GLP-1R inv ag | GLP-1R agonist | GLP1R cytotox
21 | CCOC(=O)c1ccccc1NC(=O)COC(=O)C1=COCCO1 | 0% | 16% | -3% | 1% | 2% | -2% | 11% | -8% | -3%
20 | Cc1cc(NC(=O)Cn2cc(C(F)(F)F)cc(Cl)c2=O)no1 | -20% | 22% | -1% | 13% | -1% | 7% | -7% | -15% | -1%
17 | C=CCC1c2cccc(C(=O)O)c2C(=O)N1c1cccc(OC)c1 (stereo not drawn) | -4% | u | 0% | -4% | -1% | -1% | 6% | -1% | 2%

Following part.
entry | molecule | KB-V1 cytotox | TDP-43 yeast inh | SW480 rerep | KB-3-1 tox | HT1080 IDH1KD tx | HT1080-NT tox | GLP-1R inv ag | GLP-1R agonist | GLP1R cytotox
25 | Cc1ccc(C(=O)CNc2ccc(Br)cc2)cc1 | -2% | 3% | 11% | 0% | -5% | u | 1% | 0% | 5%
26 | O=C(NC1CCCC1)C(c1ccc(Cl)cc1)N1CCc2ccccc21 (stereo not drawn) | 3% | 12% | -8% | 0% | 2% | 2% | -3% | -2% | 4%
27 | CC1(C)Cc2c(cnn2-c2ccccc2)C(NC(=O)c2ccoc2)C1 (stereo not drawn) | u | 27% | 1% | -6% | 5% | 4% | -10% | -3% | 8%
28 | CC1CCCC(C)N1CCCNC(=O)c1ccc2nc(N3CCCCC3)sc2c1 (stereo not drawn) | -8% | 0% | u | -3% | -18% | 4% | u | -4% | 0%
29 | Cc1noc(C)c1S(=O)(=O)N(C)C[C@H]1OCc2cnnn2CCCC(=O)N([C@@H](C)CO)C[C@H]1C | u | 21% | x | -6% | 9% | 5% | 7% | 4% | 1%
30 | CCOc1ccc(NC(=O)N2CCN(C(=O)c3ccco3)CC2)cc1 | -24% | -10% | 0% | 1% | -4% | -11% | 21% | -15% | 10%
31 | CC1CCCCN1CCNC(=O)c1ccc2c(c1)N(Cc1cccc(Cl)c1)C(=O)c1ccccc1S2=O (stereo not drawn) | 12% | -2% | u | u | u | u | u | -6% | -22%
32 | NC1=NC[C@@H](Cc2ccc(O)cc2)N1CCC12CC3CC(CC(C3)C1)C2 | u | u | -3% | u | -10% | -7% | 8.9µM* | 12% | -12%
33 | Cc1ccccc1NC(=O)CSc1nnc(COc2ccc(Cl)cc2)o1 | 16% | 16% | x | -2% | x | x | 2% | x | 23%
34 | NC(=O)c1c(-c2cccs2)csc1N | -5% | u | -1% | 19% | 0% | -1% | 0% | 1% | -22%
35 | O=C(Cn1cc(S(=O)(=O)Cc2cccc(F)c2)c2ccccc21)N1CCOCC1 | -3% | -5% | 2% | u | 27% | 5% | 15% | -1% | 13%
36 | C/C(=N\NC(=O)c1cc(C)nc2ccccc12)c1ccco1 | -7% | -3%[9.22 µM] | -7% | 9% | 16% | 5% | -10% | -1% | -6%
37 | CCOC(=O)Nc1ccc2c(c1)N(C(=O)CN1CCN(CCO)CC1)c1ccccc1CC2 | 3% | -11%[1.82 µM] | 0% | -4% | 9% | 5% | -8% | 1% | -3%
38 | Cc1nnc2n(-c3ccccc3)c(=O)c3c4c(sc3n12)CCCC4 | -5% | u | -1% | 3% | 21% | 23% | 13% | 1% | 4%
39 | O=C(COC(=O)c1cc([N+](=O)[O-])ccc1NCCO)NCc1cccs1 | 0% | 18% | -40%[inhibitor] | -2% | 15% | 1% | 5% | 0% | -6%
40 | COc1ccc(OCCN(C)C(=O)c2cccc(S(=O)(=O)N(C)c3ccccc3)c2)cc1 | x | 3% | -6% | x | -11% | 0% | -30% | 3% | -20%
41 | Cc1ccc(C(=O)NCc2ccncc2)cc1S(=O)(=O)N1CCCCC1 | -2% | 0% | -5% | -3% | 3% | 0% | 0% | 1% | 6%
42 | COc1ccc(S(=O)(=O)c2c(O)c3ccc(C(=O)NCc4ccccc4)cc3[nH]c2=O)cc1 | 1% | 12% | x | 12% | x | x | 19% | x | 19%
43 | CCCCNC(=O)C[C@@H]1C[C@@]2(C(=O)OC)CC(C)(C)CC=C2N(Cc2cccc3ccccc23)C1=O | u | u | x | -28% | u | -27% | -23% | x | 3%
